TCR activator: Activators of T cell receptors: qHTS campaign | primary human leukocytes, anti-CD3, IL-2 HTRF, 48 h | Potency, µM (top dose mostly 9.22 µM), for inactives: top-dose activation of IL-2 secretion, usual class: activators | 330,000 tested, under 10 active | AID 504894, 2011; active means well fitted activation curve with a large enough effect; further: % of control where 0% means no effect
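Using a-CD3 beads without co-stimulation, primary human leukocytes were exposed to compounds for 48 hr. An HTRF IL-2 kit measured the cytokine, with europium-to-d2 energy transfer producing emission at 665nm upon 320nm excitation.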
hERG WT inh: qHTS for Inhibitors of KCHN2 3.1: Wildtype qHTS | Voltage-gated inwardly rectifying potassium channel KCNH2 (Homo sapiens), Q12809 | U2OS, BacMam KCNH2, thallium flux FluxOr; active compounds read low | activity change, % at 1.84 µM | 340,000 compounds, 0.37% hits | AID 720551, 2013;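 active means maximum activity change below -70%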; further: on the % scale 0 is the no-effect control and ±100 the full control effect
Target sequence (Q12809 whole entry, looked up): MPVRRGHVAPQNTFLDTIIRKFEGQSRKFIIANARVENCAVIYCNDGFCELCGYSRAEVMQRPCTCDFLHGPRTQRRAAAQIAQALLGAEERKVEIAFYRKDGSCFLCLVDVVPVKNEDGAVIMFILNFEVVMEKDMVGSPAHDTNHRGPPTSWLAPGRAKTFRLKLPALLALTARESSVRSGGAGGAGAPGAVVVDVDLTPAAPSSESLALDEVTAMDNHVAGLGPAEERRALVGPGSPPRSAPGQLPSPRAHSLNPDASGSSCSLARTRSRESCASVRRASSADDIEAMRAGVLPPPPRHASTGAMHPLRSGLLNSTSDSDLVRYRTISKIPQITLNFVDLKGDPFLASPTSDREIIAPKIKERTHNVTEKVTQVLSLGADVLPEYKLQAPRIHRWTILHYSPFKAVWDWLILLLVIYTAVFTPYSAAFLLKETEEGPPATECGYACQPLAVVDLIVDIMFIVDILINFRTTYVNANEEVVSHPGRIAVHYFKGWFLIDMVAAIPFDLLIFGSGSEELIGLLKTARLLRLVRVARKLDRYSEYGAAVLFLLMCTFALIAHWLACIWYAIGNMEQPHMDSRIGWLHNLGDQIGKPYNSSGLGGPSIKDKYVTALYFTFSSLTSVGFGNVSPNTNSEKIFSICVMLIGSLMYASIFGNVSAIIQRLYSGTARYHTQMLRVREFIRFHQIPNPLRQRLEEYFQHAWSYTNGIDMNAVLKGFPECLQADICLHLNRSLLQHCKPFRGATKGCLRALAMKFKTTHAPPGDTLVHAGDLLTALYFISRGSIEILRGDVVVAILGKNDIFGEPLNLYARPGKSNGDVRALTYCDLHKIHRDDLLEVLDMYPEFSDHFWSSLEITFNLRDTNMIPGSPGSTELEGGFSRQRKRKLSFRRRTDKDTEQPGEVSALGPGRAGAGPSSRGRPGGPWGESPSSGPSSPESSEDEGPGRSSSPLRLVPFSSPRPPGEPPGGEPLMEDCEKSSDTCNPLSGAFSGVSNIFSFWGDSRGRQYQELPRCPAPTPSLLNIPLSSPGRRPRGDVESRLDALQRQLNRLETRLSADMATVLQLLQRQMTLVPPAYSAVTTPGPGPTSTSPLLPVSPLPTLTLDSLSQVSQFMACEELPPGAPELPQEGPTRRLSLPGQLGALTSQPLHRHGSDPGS
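U2OS cells transduced with wild-type KCNH2 virus are loaded with FluxOr dye for 45 min, and thallium flux is measured in kinetic reads before and after stimulation buffer. Rate constants are normalized to DMSO controls.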
KCNH2 3.1 block: qHTS for Inhibitors of KCHN2 3.1: Mutant qHTS | AID 720553, 2013 | U2OS KCNH2 3.1, thallium flux FluxOr; active compounds read low | Potassium voltage-gated channel subfamily H member 2, brain isoform KCNH2 3.1 (human) | 340,000 compounds, 0.95% hits | activity change, % (tested at about 1.8 µM);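 active means maximum activity change below -70%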;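 further: thallium influx rate constant from kinetic fluorescence after stimulation buffer; on the % scale 0 is the no-effect control and ±100 the full control effect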
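We transduce U2OS cells with the mutant 3.1 virus, culture them overnight, load FluxOr with Red40 quencher for 45 min, then add stimulation buffer and read kinetically for 2 min to derive a normalized rate constant.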
Numbers without * were called inactive; . = not tested or not shown. Not all compounds are listed; the hit share may differ from the screen's.

SMILES | TCR activator | hERG WT inh | KCNH2 3.1 block
Cc1cc(C=O)c(C)c2c1[nH]c1ccccc12 | -6.5% | 6.3 | .
CON(C)c1nc(C2CCCCC2)c2cc(C)ccc2n1 | 1.7% | . | 9.7
C[C@@H]1CN([C@@H](C)CO)S(=O)(=O)c2ccc(-c3ccc(C#N)cc3)cc2O[C@@H]1CN(C)Cc1ccccn1 | . | 7.7 | -9.4
CCN(CC)S(=O)(=O)c1cccc(NC(=O)COC(=O)c2[nH]c(C)c(C(C)=O)c2C)c1 | . | 3.2 | -0.1
O=[N+]([O-])c1ccc(C=NN2CCOCC2)s1 | . | -10.7 | 10.0
COc1ccc(C)cc1-n1cnc2sc(C)c(C)c2c1=O | . | -9.2 | 15.2
C[C@@H]1CN([C@H](C)CO)C(=O)CCCn2nncc2CO[C@H]1CN(C)Cc1ccc(Oc2ccccc2)cc1 | . | -1.3 | -0.5
COC(=O)C[C@H]1C[C@@H]2c3cc(NC(=O)Nc4ccccc4)ccc3O[C@@H]2[C@@H](CO)O1 | . | -1.0 | 4.2
Cc1cccc(C)c1NC(=O)CN(C)C(=O)c1ccc(OCc2ccccc2)cc1 | . | -14.3 | 11.0
COc1ccc(CNC(=O)O[C@@H]2C[C@H]3C(=O)N(c4ccccc4)C(=O)[C@H]3[C@@]3(CN(S(=O)(=O)c4ccc(C)cc4)C[C@H]3C)[C@@H]2O)cc1OC | . | 5.3 | -18.3
O=c1oc(-c2ccc(Cl)cc2[N+](=O)[O-])nc2ccccc12 | . | -4.9 | -1.5
CCOc1ccc(C(=O)N[C@H](C(=O)NC2CCCCC2)C(C)C)cc1 | . | 17.2 | 0.1
CC1=C(C(=O)N(C)C)CC(CC(=O)NCCCCc2ccccc2)C(=O)N1CCC1=CCCCC1 (stereo not given) | . | 8.6 | 2.7
C[C@@H]1CN([C@@H](C)CO)C(=O)c2cc(NC(=O)c3ccncc3)ccc2O[C@@H](C)CCCCO[C@@H]1CN(C)C(=O)Cc1ccccc1 | . | -9.1 | 0.6
Cc1ccc(S(=O)(=O)N2CCCCC2)cc1NC(=O)CN1CCCC1c1cccs1 (stereo not given) | . | -15.9 | -0.4
O=C1/C(=C/c2ccc3c(c2)OCO3)SC(=S)N1CCC(=O)N(CCO)c1ccccc1 | . | -7.8 | 12.3
COC(=O)c1c(C)[nH]c(C(=O)COC(=O)CCc2ccc(OC)c(OC)c2)c1C | . | -4.3 | 7.0
O=C(CCCl)N1c2ccccc2C=Cc2ccccc21 | . | -1.9 | 35.3
O=C(O)C(Cc1ccccc1)N1C(=O)C2C3CCC(C3)C2C1=O (stereo not given) | . | 13.2 | -0.7
O=C(C[C@H]1C(=O)N(c2ccccc2)C[C@@H]1Cc1ccccc1)Nc1ccccc1 | . | 6.4 | -2.3
CN1CCn2cnc(C(=O)NCCCCCNC(=O)OC(C)(C)C)c2C1=O | . | -2.1 | 6.0
COc1ccc(S(=O)(=O)N2CCOC2CNC(=O)C(=O)NCc2ccc3c(c2)OCO3)cc1C (stereo not given) | . | 24.9 | -4.9
O=C1OCCC1=COCCCCCCOC=C1CCOC1=O | . | 2.5 | 8.8
COc1cc2ccc(C(=O)O)cc2cc1OC | . | -2.2 | 14.1
COc1cccc(-c2cc3nc(C)cc(N4CCN(C(=O)c5ccoc5)CC4)n3n2)c1 | . | -3.5 | -2.9
CCN(CC)C(=O)C1=C(C)N(CCCN2CCCC2=O)C(=O)C(CC(=O)NCc2cccc3ccccc23)C1 (stereo not given) | . | -0.7 | 4.9
Cc1ccccc1-c1cnc2c(c1)C(=O)N([C@H](C)CO)C[C@@H](C)[C@H](CN(C)C(=O)c1ccncc1)O2 | . | -1.4 | 28.7
CCCc1nn2c(-c3ccccc3)nnc2o1 | . | -0.9 | 0.4
O=C1c2[nH]c3ccccc3c2CC1N1C(=O)c2ccccc2C1=O (stereo not given) | . | -5.4 | -4.0
N#Cc1ccc(Cl)cc1NC(=O)CN1C(=O)C(=O)N(CCC2=CCCCC2)C1=O | . | 1.1 | -18.8
COc1ccccc1S(=O)(=O)N(C)C[C@H]1OCc2cn(nn2)CCCC(=O)N([C@@H](C)CO)C[C@@H]1C | . | -1.6 | -10.4
C[C@H](CO)N1C[C@H](C)[C@@H](CN(C)S(=O)(=O)c2ccc(Oc3ccccc3)cc2)OCc2cn(nn2)CCCC1=O | . | 10.5 | 2.4
Oc1ccc(CCc2ccccn2)cc1 | . | -1.3 | -0.8
CC1CN(S(=O)(=O)c2cccc(C(=O)Nc3ccc(N4CCCCC4)cc3)c2)CC(C)O1 (stereo not given) | . | 7.6 | 12.5
Cc1ccc2nc3n(c(=O)c2c1)-c1cc2ccccc2cc1C(=O)NC3Cc1ccccc1 (stereo not given) | . | 4.3 | -10.7
C[C@@H]1CCCCO[C@H](CN(C)S(=O)(=O)c2cccs2)[C@@H](C)CN([C@H](C)CO)C(=O)c2cc(NC(=O)C3CCCCC3)ccc2O1 | . | -10.2 | -4.8
O=C(Nc1cccc(C(=O)O)c1)/C(=C\c1ccccc1)NC(=O)c1ccco1 | . | -8.0 | 19.9
CN(Cc1ccccc1)C(=O)c1ncn2c1c(=O)[nH]c1cccnc12 | . | -1.5 | 15.2
C[C@@H]1CN([C@H](C)CO)C(=O)c2cc(C#C[C@@H](C)O)cnc2O[C@H]1CN(C)C(=O)c1ccc(F)cc1 | . | -16.4 | -7.4
COc1cc2ccc(C(C)=NOC(C)=O)cc2cc1OC | . | -0.5 | -9.6

The closing 2 compounds of the section above are carried over, then new ones follow:
SMILES | TCR activator | hERG WT inh | KCNH2 3.1 block
C[C@@H]1CN([C@H](C)CO)C(=O)c2cc(C#C[C@@H](C)O)cnc2O[C@H]1CN(C)C(=O)c1ccc(F)cc1 | . | -16.4 | -7.4
COc1cc2ccc(C(C)=NOC(C)=O)cc2cc1OC | . | -0.5 | -9.6
COc1ccc(S(=O)(=O)N2CCCC(C(=O)N3CCN(Cc4ccccc4)CC3)C2)cc1Cl (stereo not given) | . | 13.5 | -0.9
Cc1ccc(CNC(=O)CSc2nc(=O)n3ccc(C)cc3n2)cc1 | . | 0.6 | 18.3
CCC(=O)N(Cc1cc2cc(OC)ccc2[nH]c1=O)c1ccccc1OC | . | -2.7 | 2.6
O=C(Oc1ccccc1)N1CCCCC1 | . | 5.2 | 3.3
O=C(C=CC=Cc1ccccc1)c1ccc([N+](=O)[O-])cc1 | . | -16.6 | -1.4
O=C(CNC(=O)c1ccc(Br)cc1)OC1CCOC1=O (stereo not given) | . | -8.0 | 23.1
N#CCCN(C(=O)COC(=O)c1ccc(Cl)nc1)c1ccc2c(c1)OCCO2 | . | -1.4 | 0.5
CC(C)Cn1c(SCC(=O)NC2CC2)nc2ccc(Cl)cc2c1=O | . | -16.4 | 4.8
O=C(NCCCn1cccn1)c1cc(COc2ccccc2)on1 | . | 13.6 | -3.1
Cc1ccc([C@H]2C[C@H](n3cc(-c4ccc(F)cc4)nn3)[C@@H](O)CN2CC2CCCCC2)cc1 | . | -1.9 | -27.9
Cc1ccc(-c2ccc(CN3C(CC(C)C)C(=O)N(Cc4cn(Cc5ccco5)nn4)CCS3(=O)=O)cc2)cc1 (stereo not given) | . | -15.9 | -8.8
O=C(c1ccc(N2CCCC2=O)cc1)N1CCN(c2ccc(C(F)(F)F)cc2[N+](=O)[O-])CC1 | . | 42.2 | 6.8
CCc1noc(C)c1C(=O)N1CCN(c2cccc(Cl)c2)CC1 | . | 4.8 | 13.5
CC(C)(C)Cc1c(-c2ccc(Br)cc2)nc2ccc(Br)cn12 | . | 5.5 | -2.7
CC1=C(C(=O)N2CCOCC2)CC(CC(=O)NC(c2ccccc2)c2ccccc2)C(=O)N1Cc1ccc(F)cc1 (stereo not given) | . | 14.4 | 21.5
O=S1(=O)CC(N2CCCCC2)C1CN1CCCCC1 (stereo not given) | . | -2.2 | -0.9
C[C@H]1CN([C@@H](C)CO)C(=O)c2cc(Br)cnc2O[C@H]1CN(C)C(=O)Cc1ccccn1 | . | -4.4 | 0.0
O=C(NNC(=O)c1ccccc1-n1cccc1)c1cccnc1 | . | -3.8 | -2.5
Cc1ccc(C)c(NC(=O)COC(=O)c2ccc(S(=O)(=O)N3CCCC3)cc2)c1 | . | 4.7 | -4.0
Cc1ccc(S(=O)(=O)N2CC3(O)CN(C(=O)OC(C)C)N(C(=O)OC(C)C)CC3(OC(=O)Nc3c(C)noc3C)C2)cc1 (stereo not given) | . | -0.1 | -1.0

Among those listed so far, 6 contain an NH in an aromatic ring.
SMILES | TCR activator | hERG WT inh | KCNH2 3.1 block
Cc1cc(C=O)c(C)c2c1[nH]c1ccccc12 | -6.5% | 6.3 | .
CCN(CC)S(=O)(=O)c1cccc(NC(=O)COC(=O)c2[nH]c(C)c(C(C)=O)c2C)c1 | . | 3.2 | -0.1
COC(=O)c1c(C)[nH]c(C(=O)COC(=O)CCc2ccc(OC)c(OC)c2)c1C | . | -4.3 | 7.0
O=C1c2[nH]c3ccccc3c2CC1N1C(=O)c2ccccc2C1=O (stereo not given) | . | -5.4 | -4.0
CN(Cc1ccccc1)C(=O)c1ncn2c1c(=O)[nH]c1cccnc12 | . | -1.5 | 15.2
CCC(=O)N(Cc1cc2cc(OC)ccc2[nH]c1=O)c1ccccc1OC | . | -2.7 | 2.6

The listing picks up, repeating the 5 entries before the break.
SMILES | TCR activator | hERG WT inh | KCNH2 3.1 block
O=S1(=O)CC(N2CCCCC2)C1CN1CCCCC1 (stereo not given) | . | -2.2 | -0.9
C[C@H]1CN([C@@H](C)CO)C(=O)c2cc(Br)cnc2O[C@H]1CN(C)C(=O)Cc1ccccn1 | . | -4.4 | 0.0
O=C(NNC(=O)c1ccccc1-n1cccc1)c1cccnc1 | . | -3.8 | -2.5
Cc1ccc(C)c(NC(=O)COC(=O)c2ccc(S(=O)(=O)N3CCCC3)cc2)c1 | . | 4.7 | -4.0
Cc1ccc(S(=O)(=O)N2CC3(O)CN(C(=O)OC(C)C)N(C(=O)OC(C)C)CC3(OC(=O)Nc3c(C)noc3C)C2)cc1 (stereo not given) | . | -0.1 | -1.0
OC(c1ccccc1)C(NCc1ccccc1)c1ccccc1 (stereo not given) | . | 2.9 | 8.5
O=C(NC1CCN(Cc2ccccc2)CC1)c1ccc(CS(=O)c2ccccc2Cl)o1 (stereo not given) | . | 40.8 | -11.3
CCCOc1ccc(C(=O)NC(=S)N2CCN(c3ncc4c(=O)c(C(=O)O)cn(CC)c4n3)CC2)cc1 | . | 42.4 | -4.6
Cc1ccccc1S(=O)Cc1ccc(C(=O)N2CCN(C3CCCCC3)CC2)o1 (stereo not given) | . | 6.3 | 3.5
Cc1ccc([C@@H]2C[C@H]3[C@@H](CN2S(=O)(=O)c2ccc(Cl)cc2)C(=O)C[C@@H](c2ccc(C)cc2)N3S(=O)(=O)c2ccc(Cl)cc2)cc1 | . | -10.0 | 3.6
C[C@H](CO)N1C[C@H](C)[C@H](CN(C)Cc2cncnc2)Oc2cc(Br)ccc2S1(=O)=O | . | 9.7 | 12.1
O=C(Nc1cccc([N+](=O)[O-])c1)c1ccc([N+](=O)[O-])o1 | . | -1.2 | 7.6
COc1ccc(-c2noc(CCC(=O)NC3CCCCCC3)n2)cc1OC | . | -6.4 | -3.2
O=Cc1c[nH]c2ccc(S(=O)(=O)N3CCCCC3)cc12 | . | -6.5 | 3.4
O[C@@H]1CN(CC2CCCCC2)[C@@H](c2ccccc2)C[C@H]1n1cc(C2CC2)nn1 | . | 4.0 | 18.3
O=C1CC2CCCC(C1)S2=O (stereo not given) | . | 10.4 | 8.3
Cc1nn(CC(C)C)c(Cl)c1C(=O)NCC1CCCO1 (stereo not given) | . | 27.3 | 1.1
O=C(COC(=O)c1cc(S(=O)(=O)N2CCOCC2)ccc1Cl)Nc1ccc(Cl)cn1 | . | 1.5 | 3.7
Cc1ccc(S(=O)(=O)N(C)C[C@H]2Oc3ncc(Br)cc3C(=O)N([C@H](C)CO)C[C@@H]2C)cc1 | . | 5.1 | -9.5
C[C@@H]1CN([C@@H](C)CO)C(=O)c2cc(Br)cnc2O[C@H]1CN(C)C(=O)Nc1ccc2c(c1)OCO2 | . | -18.9 | -21.7
C[C@@H]1CN([C@H](C)CO)C(=O)CCCn2nncc2CO[C@@H]1CN(C)S(=O)(=O)c1ccccc1C#N | . | -7.4 | -11.0
COc1ccc(Cc2nc3ccc(C(=O)N4CCC(C(N)=O)CC4)cc3o2)cc1 | . | -1.3 | -12.7
C[C@@H]1CCCCO[C@H](CN(C)S(=O)(=O)c2cn(C)cn2)[C@@H](C)CN([C@H](C)CO)C(=O)c2cc(NC(=O)c3ccncc3)ccc2O1 | . | 0.1 | -2.2
CN1CCn2cnc(C(=O)N[C@@H](Cc3ccccc3)C(=O)OC(C)(C)C)c2C1=O | . | 6.5 | -15.8
O=C(Cn1cc(C(=O)C(=O)N2CCOCC2)c2ccccc21)Nc1cccc(C(F)(F)F)c1 | . | -12.1 | -2.4
